CXCR6 inh: blocks human CXCR6 beta-arrestin recruitment | O00574 | CHO-K1 PathHunter CXCR6 beta-arrestin, luminescence | inhibition, % at 20 µM | actives 0.36% (n = 360,000) | AID 602244; in the data active means inhibition above about 34%, passing the limit was not always enough;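 further: antagonist mode with CXCL16 agonist at 10 nM final; 0% = 10 nM CXCL16 with DMSO and 100% = unstimulated wells without agonist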
Target sequence (O00574 whole entry, looked up): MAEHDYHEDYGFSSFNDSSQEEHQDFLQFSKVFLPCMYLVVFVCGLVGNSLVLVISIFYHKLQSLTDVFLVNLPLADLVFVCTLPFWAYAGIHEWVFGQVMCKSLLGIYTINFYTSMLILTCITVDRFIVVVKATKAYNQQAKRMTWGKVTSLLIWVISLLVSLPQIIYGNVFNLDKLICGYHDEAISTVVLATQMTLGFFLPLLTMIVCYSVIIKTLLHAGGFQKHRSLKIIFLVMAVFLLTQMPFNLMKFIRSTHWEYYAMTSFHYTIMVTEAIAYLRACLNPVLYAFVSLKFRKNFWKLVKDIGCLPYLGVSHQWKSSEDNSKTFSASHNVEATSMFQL
UBC13 polyUb: inhibitors of human UBC13 polyubiquitin chain formation; P61088; inhibition, % at 20 µM; AID 485273; TR-FRET; actives 0.47% (n = 330,000); in the data active means inhibition above about 45%, passing the limit was not always enough; inconclusive means no clear call, values can overlap the other calls
APJ ag: activates the human apelin receptor APJ; P35414; CHO-K1 APJ PathHunter beta-arrestin, luminescence; 0% DMSO wells, 100% apelin; activation, % at 20 µM; actives 0.11% (n = 330,000);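 active means activation more than six SD over the plate average, tested at 20 µM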;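 further: 0% = DMSO alone and 100% = apelin-13 at 10 nM; some results filed as inactive read as strong as hits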
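Test system: CHO-K1 APJ beta-arrestin complementation cell line. Amount: cell density 1000 per well. Controls: DMSO negative, 10 nM Apelin-13 positive. Signal: luminescent beta-gal fragment complementation, chemiluminescent substrate. Read-out basis: agonist-driven arrestin binding to APJ. Timing: compound stimulation 90 min at 25 °C, detection 60 min.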
ATG4B inhibitor: blocks human ATG4B protease cleavage of LC3 substrate | Q9Y4P1 | ATG4B cleavage of LC3-PLA2, NBD-HPC fluorescence, 1 h | inhibition, % at 8.33 µM | actives 0.51% (n = 340,000); in the data active means inhibition above about 40%
Target sequence (Q9Y4P1 whole entry, looked up): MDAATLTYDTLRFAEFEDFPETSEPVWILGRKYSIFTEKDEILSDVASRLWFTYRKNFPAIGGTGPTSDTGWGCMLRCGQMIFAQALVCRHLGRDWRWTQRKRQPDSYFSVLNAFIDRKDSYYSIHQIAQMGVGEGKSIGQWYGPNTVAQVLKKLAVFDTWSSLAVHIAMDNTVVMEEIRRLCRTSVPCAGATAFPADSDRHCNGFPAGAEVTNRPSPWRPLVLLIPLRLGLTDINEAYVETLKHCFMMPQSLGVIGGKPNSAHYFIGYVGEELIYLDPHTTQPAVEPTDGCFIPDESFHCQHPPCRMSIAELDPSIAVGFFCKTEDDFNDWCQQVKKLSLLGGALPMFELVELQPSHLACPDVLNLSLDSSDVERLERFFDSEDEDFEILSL
APJ antag: APJ receptor antagonism; CHO-K1 APJ beta-arrestin complementation, luminescence; inhibition, % at 20 µM; actives 0.32% (n = 330,000);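 active means inhibition above about 40% at 20 µM, limit read from the data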;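 further: cells challenged with 10 nM apelin-13 agonist together with compound; plate controls were apelin-13 plus DMSO wells for no effect and DMSO wells lacking apelin-13 for full effect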
Gli-Sufu block: antagonists of Gli-Sufu signaling; Sufu-KO-LIGHT fibroblasts, Gli luciferase reporter luminescence; inhibition, % at 5 µM; actives 0.74% (n = 340,000);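 active means inhibition above about 55%, limit read from the data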;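 further: 0% = DMSO-treated cells and 100% = wells with medium but no cells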
EBI2 block: blocks human EBI2 receptor beta-arrestin signaling; EBI2 beta-arrestin recruitment, luminescence, 7a,25-OHC stimulated; inhibition, % at 5 µM; P32249; actives 0.81% (n = 360,000); AID 651636; in the data active means inhibition above about 38%;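 further: enzyme fragment complementation signal reports receptor beta-arrestin coupling in cells; 0% = agonist plus DMSO wells and 100% = wells without agonist; some results beyond the cut were filed as inactive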
Target sequence (P32249 whole entry, looked up, the tested form may be a part): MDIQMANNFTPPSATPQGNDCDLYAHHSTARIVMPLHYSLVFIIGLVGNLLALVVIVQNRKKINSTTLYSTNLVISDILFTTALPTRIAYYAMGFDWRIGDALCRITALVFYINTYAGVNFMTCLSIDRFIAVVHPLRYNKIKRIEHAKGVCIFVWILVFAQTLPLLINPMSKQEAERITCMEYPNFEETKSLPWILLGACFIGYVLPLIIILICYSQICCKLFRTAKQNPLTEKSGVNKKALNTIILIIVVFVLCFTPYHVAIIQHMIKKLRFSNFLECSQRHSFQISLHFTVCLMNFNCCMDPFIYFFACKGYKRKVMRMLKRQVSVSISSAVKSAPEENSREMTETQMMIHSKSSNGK
CCR6 antagonist: CCR6 (human) receptor antagonism; P51684; CHO-K1 CCR6 PathHunter beta-arrestin, luminescence, CCL20-stimulated; inhibition, % at 20 µM; actives 0.49% (n = 340,000); AID 493098;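 active means compounds whose inhibition of the agonist-driven luminescence signal at 20 µM reaches about 50%, limit read from the data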;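 further: cells stimulated with CCL20 at 14 nM final; plate controls were DMSO with CCL20 for no effect and DMSO without agonist for full effect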
* marks the source's active call; other numbers are inactive results; ? = inconclusive; / = no result given.

SMILES	CXCR6 inh	UBC13 polyUb	APJ ag	ATG4B inhibitor	APJ antag	Gli-Sufu block	EBI2 block	CCR6 antagonist
Cc1c(C(=O)NCCSCc2c(Cl)cccc2Cl)cccc1[N+](=O)[O-]	10	-4	-6	17	-4	7	15	18
O=C(COC(=O)Cn1cnc2ccccc21)NCCCc1ccccc1	0	12	-2	-3	-8	-1	-9	-7
Cc1nc2c(c(N3CCOCC3)n1)OCC(=O)N2	-7	-3	-2	5	2	1	-1	-8
Cn1cc(SCC(=O)Nc2ccc3c(c2)OCCO3)c2ccccc21	4	4	-5	-3	6	-6	-6	3
COCCCNC(=O)CCSc1ccc(C)cc1	1	7	1	-3	7	-1	-11	-14
Cc1ccc(S(=O)(=O)NNC(=O)c2ccc(NC(=O)C3CC3)cc2)cc1	-2	-12	-5	-7	-43	3	-10	-1
COCCCNC(=O)c1ccc(N2CCOCC2)c(NS(=O)(=O)c2ccc(OC)cc2)c1	-2	2	-3	-10	15	8	-4	9
COc1cccc(C(=O)NCC(=O)OC(C)C(=O)NC23CC4CC(CC(C4)C2)C3)c1 (centres undefined)	0	-16	-2	-3	2	-4	3	9
O=C(CSc1c[nH]c2ccccc12)N1CCOCC1	-12	18	-3	5	-6	-1	-2	6
CCOc1ncccc1C(=O)OCC(=O)Nc1ccc(-c2nc3ccc(C)cc3s2)cc1	7	/	/	3	/	-3	7	4

Another view of part of the listing above:
O=C(COC(=O)Cn1cnc2ccccc21)NCCCc1ccccc1
  CXCR6 inh = 0; UBC13 polyUb = 12; APJ ag = -2; ATG4B inhibitor = -3; APJ antag = -8; Gli-Sufu block = -1; EBI2 block = -9; CCR6 antagonist = -7

O=C(CSc1c[nH]c2ccccc12)N1CCOCC1
  CXCR6 inh = -12; UBC13 polyUb = 18; APJ ag = -3; ATG4B inhibitor = 5; APJ antag = -6; Gli-Sufu block = -1; EBI2 block = -2; CCR6 antagonist = 6

Cc1ccc(S(=O)(=O)NNC(=O)c2ccc(NC(=O)C3CC3)cc2)cc1
  CXCR6 inh = -2; UBC13 polyUb = -12; APJ ag = -5; ATG4B inhibitor = -7; APJ antag = -43; Gli-Sufu block = 3; EBI2 block = -10; CCR6 antagonist = -1

CCOc1ncccc1C(=O)OCC(=O)Nc1ccc(-c2nc3ccc(C)cc3s2)cc1
  CXCR6 inh = 7; UBC13 polyUb = /; APJ ag = /; ATG4B inhibitor = 3; APJ antag = /; Gli-Sufu block = -3; EBI2 block = 7; CCR6 antagonist = 4

Continuation.
SMILES	CXCR6 inh	UBC13 polyUb	APJ ag	ATG4B inhibitor	APJ antag	Gli-Sufu block	EBI2 block	CCR6 antagonist
COc1cc(CN2CCC(Cc3ccccc3)CC2)cc([N+](=O)[O-])c1O	3	-10	-2	8	4	-4	-8	12
COc1cc(O)c2c(c1)OC(C)(C)CC2=O	24	9	1	-17	-11	3	-5	18
CCOC(=O)c1c(-c2ccccc2)csc1NC(=O)CCN1C(=O)c2ccccc2C1=O	2	4	1	6	2	-2	-10	2
CCc1ccc(-n2c(C)cc(/C=N/NC(=O)OC)c2C)cc1	3	4	-2	-4	14	10	4	6
O=C(O)c1nccnc1C(=O)NCCc1c[nH]c2ccccc12	-8	6	-1	-1	-7	8	-18	9
O=C(CCl)Nc1ccc(Sc2ccc(NC(=O)CCl)cc2)cc1	-4	/	/	6	/	20	6	-2
COC(=O)C1(Cc2cc(-c3ccc(Cl)cc3)no2)CCN(C(=O)OC(C)(C)C)CC1	-3	-4	-3	5	-50	-8	0	12
COc1ccc(N2CC(NC(=O)NCCC(C)C)CC2=O)cc1 (centres undefined)	2	5	-2	-13	4	-5	17	1
Nn1c(SCC(=O)Nc2ccc(F)cc2F)nnc1-c1cccnc1	-1	2	-3	7	13	-23	-9	10
O=c1[nH]c(CSc2nnc(Cc3ccccc3)o2)nc2ccccc12	-5	8	-3	-4	0	7	14	-20
CC(NC(=O)C(=O)N/N=C\c1cccc([N+](=O)[O-])c1)c1ccccc1 (centres undefined)	-7	3	-1	1	-4	4	6	-7
CSCCC(NS(=O)(=O)c1ccc(C)cc1)C(=O)N1CC=C(c2ccccc2)CC1 (centres undefined)	-7	2	6	-17	19	5	5	13
C=C(C)COc1ccc(-c2[nH]ncc2Oc2cccc(OC)c2)c(O)c1	2	68*	1	19	-6	0	10	-7
COc1ccc(OC)c(Nc2cc(C)nc3ccccc23)c1	4	-16	1	-8	-6	14	-4	17
COc1cccc(NC(C(=O)Nc2cccc(C(C)=O)c2)c2ccccc2)c1 (centres undefined)	5	0	-3	0	4	-5	9	23
O=C(CN1C(=O)NC(Cc2ccccc2)C1=O)Nc1ccc(F)c(F)c1F (centres undefined)	-6	-2	-1	-9	3	-5	-4	6
COc1cc2cc(C(c3nnnn3C3CCCC3)N3CCCCCC3)c(=O)[nH]c2cc1OC (centres undefined)	3	-16	3	-7	-2	0	-1	9
COCCn1c(N)c(N(Cc2ccccc2)C(=O)Cc2c(Cl)cccc2Cl)c(=O)[nH]c1=O	-12	-12	-1	-9	-14	-3	-6	-2
Cc1ncc(S(=O)(=O)c2ccccc2)c(-c2ccccc2Cl)n1	2	-10	-1	-3	3	2	-6	-1
NNC(=O)CNC(=O)c1ccccc1F	-11	-2	-1	-7	8	-9	-4	-4
CCOc1ccc(CCNC(=O)C2CCCN(S(=O)(=O)N3CC(C)CC(C)C3)C2)cc1OCC (centres undefined)	0	9	1	1	5	9	-1	5
C#CCN1C(=O)C(O)(c2c(C)[nH]c3ccccc23)c2ccccc21 (centres undefined)	-7	1	-2	0	-15	-20	8	-5
CC(C)COc1ccc(CNC(=S)Nc2ccccc2)cc1Cl	-19	6	-1	36	10	20	-2	-1
COc1ccc(C(=O)CSc2nnc3ccc(-c4ccccn4)nn23)cc1	7	?	-5	-1	2	1	-5	2
CCN(CC(=O)Nc1c(F)cccc1F)C(=O)C1CCN(S(=O)(=O)c2ccc(F)cc2)CC1	1	-4	5	6	12	3	-3	10
Cc1cccc(C)c1NC(=O)C1(N2C(=O)CC2c2ccccc2)CCCCC1 (centres undefined)	3	0	-4	-4	15	3	-18	4
COc1ccc(OCCOC(=O)Nc2ccccc2)cc1	-3	3	3	-1	2	2	4	1
CCOC(=O)c1c(NC(=O)CSc2nnc(-c3c[nH]c4ccccc34)n2CC)sc2c1CCCC2	3	-13	-8	3	2	10	4	3
CCCNC(=O)C(Cc1ccccc1)NS(=O)(=O)c1cccc2nsnc12 (centres undefined)	12	1	-2	-10	5	2	0	3
COC(=O)CN1C(=O)Nc2ccc(Cl)cc2C1c1ccccc1 (centres undefined)	5	9	-1	-3	3	45	-2	4
CCc1nnc(N/N=C/c2c(C)[nH]c3ccccc23)n1N	-20	-22	0	1	-35	-1	-17	-10
CCOC(=O)c1c(C)c(C(=O)NCc2ccco2)c(C)n1CC	3	3	-4	-5	6	-6	-5	2
CC(C)CNC(=O)CN(C1CCCCC1)S(C)(=O)=O	-3	0	3	3	13	2	-10	-12
C=CCn1c(SCC(=O)NC(=O)Cc2ccccc2)nc2ccccc2c1=O	-3	8	-4	-2	-2	-1	5	19
CCCCc1c(O)nc(SCC(=O)N2CCOCC2)n(-c2ccccc2C)c1=O	1	-4	15	-3	-19	-5	0	-15
Cc1csc2c(N3CCN(C(=S)Nc4ccc(C(F)(F)F)cc4)CC3)ncnc12	-2	5	0	-7	9	2	7	-17
Cc1cc(C)c2c(c1)-c1c(ssc1=S)C(C)(C)N2C(=O)CSc1nncn1C	12	-23	-4	-9	10	19	14	15
CC1CCc2c(sc(NC(=O)C3CCCO3)c2C#N)C1 (centres undefined)	-7	1	-3	-9	12	-91	4	5
COc1ccc(CN2C3CCCC2CC(NC(=O)Nc2ccccc2C)C3)cc1 (centres undefined)	-1	5	4	-10	4	5	-11	8
COC(=O)c1c(C(=O)OC)c(-c2ccc(OC)cc2)n2c1CS(=O)(=O)C2	4	3	-3	-4	-3	6	-4	8
CC(C)Cn1c(-c2nn(C)cc2Cl)n[nH]c1=S	-9	-3	-1	-1	-8	-1	-13	0
COc1ccc(NC(C)=O)cc1NC(C)C(=O)Nc1ccc(S(=O)(=O)N2CCCCC2)cc1 (centres undefined)	1	5	-3	-2	-20	-14	-10	-13
CCOc1ccccc1N(CC(=O)Nc1cccnc1)S(=O)(=O)c1ccc(C)cc1	-1	6	-2	-6	-1	-6	2	-4
Cc1cccc(N(Cc2ccccc2)C(=O)CSC(C)C(=O)Nc2cc(C)on2)c1 (centres undefined)	8	3	-9	-2	-4	8	3	5
O=C(NCc1ccc(Cl)cc1)c1ccc(S(=O)(=O)N2CCCCC2)cc1	5	-15	-1	2	-11	-12	49*	10
O=[N+]([O-])c1cccnc1Oc1ccc(F)cc1	0	2	-2	8	-6	-23	1	-11
Cc1cccc(NC(=O)CCC(=O)N/N=C/c2ccco2)c1	78*	8	-3	2	17	-2	-4	18
Cc1[nH]n(-c2ccc([N+](=O)[O-])cc2)c(=O)c1C=NCCN1CCN(C(=O)c2ccc(Br)cc2)CC1	3	-2	-4	-9	2	10	-3	14
COc1ccc(/C(C)=N/NC(=O)c2ccc(CSc3cccc4cccnc34)cc2)cc1OC	-9	13	-1	0	6	0	2	1
CN(C)C(=O)c1ccc(-c2cc(C(F)(F)F)n(C)n2)s1	-2	6	-3	-7	15	0	-5	13

Additional records
SMILES	CXCR6 inh	UBC13 polyUb	APJ ag	ATG4B inhibitor	APJ antag	Gli-Sufu block	EBI2 block	CCR6 antagonist
Oc1ccccc1Cn1nnc2ccccc21	-8	4	-4	5	18	0	0	16
CCOC(=O)C1CCCN(C(=O)CS(=O)(=O)Cc2ccccc2)C1 (centres undefined)	-5	3	-6	-1	-5	3	-4	-6
Cc1cc(O)c(/C=N/Nc2cccc(Cl)c2)c(=O)o1	11	-2	1	-15	-20	-2	-4	0
COc1ccccc1NC(=O)c1ccc2c(c1)N(CC#N)C(=O)C(C)(C)O2	1	6	2	5	1	52	4	20
Fc1ccccc1-c1nc2nc3ccccc3nc2n1CC1CCCO1 (centres undefined)	5	4	-4	-6	1	7	-3	13
COc1ccc(NC(=S)NNC(=O)CCn2cc([N+](=O)[O-])cn2)cc1	-1	-2	-3	-6	20	15	3	2
O=C(CSc1nnc(-c2ccccc2F)n1C1CC1)NC(=O)c1cccc([N+](=O)[O-])c1	-5	-3	-3	7	2	-3	-3	-6
O=C(COc1coc(CN2CCc3ccccc32)cc1=O)NCCc1ccccc1	-9	3	-2	-9	2	8	-7	9
O=C(CSc1ncnc2sccc12)NC1CCS(=O)(=O)C1 (centres undefined)	11	16	3	7	7	2	5	10
COc1cccc(CNC(=O)C2CCN(S(=O)(=O)c3ccc(Br)s3)CC2)c1	5	-2	-1	28	-20	-14	36	16
O=C1CCCC(O)=C1N=Nc1ccc(S(=O)(=O)N2CCOCC2)cc1	8	-6	1	3	0	9	-4	13
CCN(c1ccccc1)S(=O)(=O)c1ccc(Cl)c(NC(=O)COC(=O)c2ccc(Cl)c(N)c2)c1	-1	4	-3	-4	-1	-2	0	12
O=C(/C=C/c1cccc([N+](=O)[O-])c1)c1cccs1	18	13	-2	-9	12	-12	-20	38
Cc1ccc(CSC2=Nc3ccccc3C3=NC(=O)CN23)cc1	23	0	-3	-5	29	7	0	31
COc1ccc(CCNC(=O)CN2CCN(Cc3ccc(F)cc3)C2=O)cc1OC	-6	2	-1	-10	5	13	5	-8
CC(=O)Cn1cnc2c(sc3nc(C)cc(C)c32)c1=O	-2	1	-4	4	1	-22	-5	-12
Cc1ccc(Sc2oc(/C=N/n3cnnc3)cc2Br)cc1	-8	0	-1	-8	-5	-3	1	-17
C#CCOCCOCCOCCNc1nc(N2CCN(C(=O)Cn3cc(CCO)nn3)CC2)nc(N2CCN(C(=O)[C@H](C(C)C)n3cc(CCO)nn3)CC2)n1	1	-11	1	2	-41	7	-7	1
O=C(Nc1ccc(S(=O)(=O)Nc2ccccn2)cc1)c1cccc([N+](=O)[O-])c1	9	10	10	4	-77	3	-15	8
COc1ccc(CC(=O)NC(C)c2nnc(SCCOc3ccc(OC)cc3)n2C)cc1 (centres undefined)	8	-2	-3	1	-10	0	5	11
CCOC(=O)C1CCN(c2c(NCCCN3CCCCC3)c(=O)c2=O)CC1	-3	2	-2	5	-15	5	-4	5
